Screening data (PubChem BioAssay)
MT1-MMP act inh – blockers of MT1-MMP proenzyme processing, primary screen, HT1080 RFP-PRO-GFP cells, GFP/RFP fluorescence; GFP/RFP ratio fluorescence, overnight; percent of plate control window, DMSO zero; GFP/RFP ratio change, % at 20 µM; hit rate 0.061% among 360,000; AID 651647, 2012;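 active = GFP/RFP ratio change of at least 30% with cell ATP level not reduced by more than half and red fluorescence within 50% of control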; also: strong numbers were not always called active
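Compound: 20 µM single dose, 1% DMSO / System: HT1080 RFP-PRO-GFP cells / Controls: DMSO and RFP-L50D-GFP cell wells / Read-out basis: GFP/RFP fluorescence ratio / Schedule: overnight compound exposure at 37 °C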
eLon inh – inhibitors of E. coli Lon protease, primary screen, biochemical, fluorescence polarization | purified E. coli Lon protease | inhibition, % at 7.94 µM | hit rate 0.42% among 360,000 | AID 602123, 2011; in the data active = inhibition above about 13%, passing the limit was not always enough;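 also: 0% = enzyme with probe and DMSO and 100% = no enzyme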
Target sequence (P0A9M0 whole entry, looked up): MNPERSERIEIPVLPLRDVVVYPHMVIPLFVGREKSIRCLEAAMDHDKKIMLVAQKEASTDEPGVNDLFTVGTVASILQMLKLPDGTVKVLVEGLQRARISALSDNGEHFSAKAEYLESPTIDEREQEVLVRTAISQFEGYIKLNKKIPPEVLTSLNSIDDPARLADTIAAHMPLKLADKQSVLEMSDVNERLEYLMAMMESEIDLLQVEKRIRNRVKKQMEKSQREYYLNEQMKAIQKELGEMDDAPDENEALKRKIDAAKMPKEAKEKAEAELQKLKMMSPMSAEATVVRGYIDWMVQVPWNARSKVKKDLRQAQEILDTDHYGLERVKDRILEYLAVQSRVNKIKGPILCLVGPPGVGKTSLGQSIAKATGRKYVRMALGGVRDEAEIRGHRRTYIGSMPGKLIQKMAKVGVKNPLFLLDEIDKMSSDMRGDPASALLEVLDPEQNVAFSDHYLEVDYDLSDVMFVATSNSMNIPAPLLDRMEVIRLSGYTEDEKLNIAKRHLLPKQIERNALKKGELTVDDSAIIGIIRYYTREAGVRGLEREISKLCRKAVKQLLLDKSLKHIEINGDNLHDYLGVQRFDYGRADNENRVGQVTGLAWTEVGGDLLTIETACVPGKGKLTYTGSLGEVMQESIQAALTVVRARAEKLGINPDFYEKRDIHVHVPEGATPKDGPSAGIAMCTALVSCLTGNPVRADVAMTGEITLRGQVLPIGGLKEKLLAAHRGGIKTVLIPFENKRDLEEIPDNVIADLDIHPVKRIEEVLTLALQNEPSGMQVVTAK
FAS TE block – FAS thioesterase domain inhibitors, primary screen, biochemical, fluorescence intensity, uHTS; AID 602261, 2012; inhibition, % at 15 µM; hit rate 0.67% among 360,000; recombinant FAS-TE, OMFH fluorogenic substrate, fluorescence endpoint;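 active = compounds whose normalised, plate-corrected inhibition of enzyme fluorescence in the single-dose primary screen is 50% or more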;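 also: 0% = DMSO with enzyme and 100% = substrate without enzyme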
Rpn11 block – Rpn11 (PSMD14) deubiquitinase inhibitors, primary screen, biochemical, fluorescence polarization, uHTS | 26S proteasome non-ATPase regulatory subunit 14 (Homo sapiens), O00487 | human 26S proteasome, Ub4-pepOG fluorescence polarization; 20S core pre-blocked with epoxomicin | calls only at 20 µM | hit rate 0.59% among 360,000 | AID 588493, 2011;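 active = inhibition at 20 µM, scaled to each plate's controls, above about 33%, limit read from the data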
Target sequence (O00487 whole entry, looked up): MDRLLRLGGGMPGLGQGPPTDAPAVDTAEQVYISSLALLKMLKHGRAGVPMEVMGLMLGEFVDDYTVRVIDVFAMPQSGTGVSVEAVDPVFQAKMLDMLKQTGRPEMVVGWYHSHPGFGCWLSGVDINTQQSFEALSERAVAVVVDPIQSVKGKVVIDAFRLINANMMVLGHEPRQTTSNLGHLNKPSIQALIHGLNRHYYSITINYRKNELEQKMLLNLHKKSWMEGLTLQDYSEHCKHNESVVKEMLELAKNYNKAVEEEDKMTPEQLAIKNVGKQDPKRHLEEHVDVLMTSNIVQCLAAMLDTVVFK
bovine MsrA act – bovine MsrA enzyme activators, primary screen, biochemical, absorbance, HTS; activation, % at 10.6 µM; AID 602163, 2012; hit rate 0.3% among 360,000; Methionine sulfoxide reductase A (Bos taurus); purified bovine MsrA, absorbance read-out; in the data active = activation above about 7.5%;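 also: 0% = vehicle and 100% = reference activator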
MLLE-PAM2 inh – inhibitors of PABP1 MLLE–PAM2 peptide binding, primary screen, biochemical, fluorescence polarization, FITC-PAM2, GST-MLLE. AID 588489, 2011. hit rate 0.36% among 360,000. Polyadenylate-binding protein 1 (Homo sapiens), P11940. inhibition, % at 20 µM; in the data active = inhibition above about 35%, passing the limit was not always enough;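 also: plate controls were DMSO wells with GST-MLLE for no effect and wells lacking GST-MLLE protein for full effect; some results filed as inactive read as strong as hits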
Rin1 Abl inh – inhibitors of Rin1-Abl protein binding, primary screen, biochemical, TR-FRET; inhibition, % at 7.35 µM; hit rate 0.4% among 360,000; in the data active = inhibition above about 5%, passing the limit was not always enough
CSN inh – inhibitors of CSN-mediated cullin deneddylation, primary screen, biochemical, fluorescence polarization, uHTS; hit rate 0.38% among 360,000; COP9 signalosome complex subunit 5 (Homo sapiens), Q92905; Purified CSN, SCF-Nedd8-OG deneddylation; inhibition, % at 12.5 µM;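 active = pattern-corrected inhibition above about 35%, with an unprinted fluorescence ratio check between 0.5 and 1.5, limit read from the data, passing the limit was not always enough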;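 also: 0% = enzyme with substrate and 100% = substrate without enzyme; some results filed as inactive read as strong as hits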
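test system = HEK293T-derived human Csn5 enzyme | amount = 0.24 nM Csn5 enzyme, final concentration | medium = Tris/NaCl/DTT buffer, pH 7.5 | schedule = 90 min reaction at room temperature | signal = FP | evaluation = inhibition of Csn5 cleavage, % | compound dosing = single dose of 12.5 µM compound with 0.25% DMSO | probe or stimulus = 10 nM SCFSkp2-Nedd8OG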
MsrA inh – bovine MsrA enzyme inhibitors, primary screen, biochemical, absorbance, HTS; purified bovine MsrA, absorbance read-out; inhibition, % at 15.5 µM; hit rate 0.75% among 360,000; in the data active = inhibition above about 4.5%;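 also: 0% = vehicle wells with enzyme and 100% = reference inhibitor wells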
* = called active by the depositor.

`O=S(c1ccccc1O)S(=O)c1ccccc1O` (stereo not given) gave MT1-MMP act inh 0, eLon inh -6, FAS TE block 5, Rpn11 block inactive, bovine MsrA act 3, MLLE-PAM2 inh -123, Rin1 Abl inh 0, CSN inh 5 and MsrA inh 0.1.
Screening COc1ccc(N2CCN(C(=O)NC34CC5CC(CC(C5)C3)C4)CC2)cc1 returned MT1-MMP act inh 3, eLon inh -3, FAS TE block 2, Rpn11 block inactive, bovine MsrA act -1, MLLE-PAM2 inh 3, Rin1 Abl inh 3, CSN inh 2 and MsrA inh 0.2.
For CCc1ccccc1OCc1nc2ccc(S(=O)(=O)N3CCOCC3)cc2[nH]1 the results were MT1-MMP act inh 2, eLon inh 3, FAS TE block 4, Rpn11 block inactive, bovine MsrA act 3, MLLE-PAM2 inh 24, Rin1 Abl inh 5, CSN inh 5 and MsrA inh 0.1.
`COc1cc(/C=N/NC(=O)c2cccnc2)ccc1OS(=O)(=O)c1ccc(C)cc1` gave MT1-MMP act inh 4, eLon inh 1, FAS TE block 9, Rpn11 block inactive, bovine MsrA act -3, MLLE-PAM2 inh 1, Rin1 Abl inh 0, CSN inh 1 and MsrA inh 1.3.
For COc1ccc(NC(=O)c2sc3nc(-c4cccnc4)ccc3c2N)cc1OC the results were MT1-MMP act inh -83, eLon inh -135, FAS TE block -28, bovine MsrA act -8, MLLE-PAM2 inh -20, Rin1 Abl inh -2, CSN inh 37 and MsrA inh -0.2.
COc1ccc(OC)c(S(=O)(=O)Nc2cc(C)on2)c1 was read as MT1-MMP act inh 2, eLon inh 1, FAS TE block -3, Rpn11 block inactive, bovine MsrA act -1, MLLE-PAM2 inh -1, Rin1 Abl inh -3, CSN inh 1 and MsrA inh -1.1.
For CCOC(=O)C1CCN(Cc2ccc(OCc3ccccc3)cc2)CC1 the results were MT1-MMP act inh 0, eLon inh -18, FAS TE block 5, Rpn11 block inactive, bovine MsrA act -1, MLLE-PAM2 inh -1, Rin1 Abl inh 2, CSN inh 1 and MsrA inh 0.6.
CC1(C(=O)NS(=O)(=O)c2ccc(Br)cc2)CCN1C(=O)Cc1ccsc1 (stereo not given) was read as MT1-MMP act inh 0, eLon inh -4, FAS TE block -6, Rpn11 block inactive, bovine MsrA act -3, MLLE-PAM2 inh 3, Rin1 Abl inh 1, CSN inh 1 and MsrA inh -1.1.
For CCOC(=O)COc1ccc(C(=O)NC2CCCCC2)cc1 the results were MT1-MMP act inh 2, eLon inh -3, FAS TE block -7, Rpn11 block inactive, bovine MsrA act -2, MLLE-PAM2 inh 3, Rin1 Abl inh 3 and CSN inh 2.
Cc1ccc(S(=O)(=O)NCC(=O)NCC(=O)OCc2c(F)cccc2Cl)cc1 was read as MT1-MMP act inh 7, eLon inh -12, FAS TE block -3, Rpn11 block inactive, bovine MsrA act -9, MLLE-PAM2 inh -34, Rin1 Abl inh 2, CSN inh -4 and MsrA inh 1.5.
Screening COC(=O)Cn1c(C(F)(F)F)nc2ccccc21 returned MT1-MMP act inh 0, eLon inh 0, FAS TE block -6, Rpn11 block inactive, bovine MsrA act -4, MLLE-PAM2 inh -5, Rin1 Abl inh -2, CSN inh 2 and MsrA inh -0.7.
Screening COc1ccc2c(c1)c1nc3ccccc3nc1n2CC(=O)OC(C)C returned MT1-MMP act inh -181, eLon inh -6, FAS TE block -26, Rpn11 block inactive, bovine MsrA act 1, MLLE-PAM2 inh 70, Rin1 Abl inh -5, CSN inh -32 and MsrA inh 0.0.

The closing three compounds of the part before come first, to join the parts:
Cc1ccc(S(=O)(=O)NCC(=O)NCC(=O)OCc2c(F)cccc2Cl)cc1 was read as MT1-MMP act inh 7, eLon inh -12, FAS TE block -3, Rpn11 block inactive, bovine MsrA act -9, MLLE-PAM2 inh -34, Rin1 Abl inh 2, CSN inh -4 and MsrA inh 1.5.
Screening COC(=O)Cn1c(C(F)(F)F)nc2ccccc21 returned MT1-MMP act inh 0, eLon inh 0, FAS TE block -6, Rpn11 block inactive, bovine MsrA act -4, MLLE-PAM2 inh -5, Rin1 Abl inh -2, CSN inh 2 and MsrA inh -0.7.
Screening COc1ccc2c(c1)c1nc3ccccc3nc1n2CC(=O)OC(C)C returned MT1-MMP act inh -181, eLon inh -6, FAS TE block -26, Rpn11 block inactive, bovine MsrA act 1, MLLE-PAM2 inh 70, Rin1 Abl inh -5, CSN inh -32 and MsrA inh 0.0.
Screening Cc1cccc(C(C#N)c2ccc(Cl)nn2)c1 (stereo not given) returned MT1-MMP act inh 3, eLon inh -6, FAS TE block -1, Rpn11 block inactive, bovine MsrA act -1, MLLE-PAM2 inh 1, Rin1 Abl inh -1, CSN inh -8 and MsrA inh 0.5.
For COc1cccc(NC(=O)Cn2nnc(C(=O)NCCc3ccccc3)c2N)c1 the results were MT1-MMP act inh -1, eLon inh 10, FAS TE block -3, Rpn11 block inactive, bovine MsrA act -11, MLLE-PAM2 inh -6, Rin1 Abl inh 2, CSN inh 5 and MsrA inh -0.1.
NC(=O)CC(NC(=O)c1ccccc1)c1ccc(NCC2CC2)c([N+](=O)[O-])c1 (stereo not given) was read as MT1-MMP act inh 14, eLon inh -7, FAS TE block -5, Rpn11 block inactive, bovine MsrA act 1, MLLE-PAM2 inh 3, Rin1 Abl inh -6, CSN inh 21 and MsrA inh -0.1.
`Cc1ccc2nc(N3CCN(C(=O)c4cccs4)CC3)c(C#N)cc2c1` gave MT1-MMP act inh -15, eLon inh -5, FAS TE block -4, Rpn11 block inactive, bovine MsrA act -4, MLLE-PAM2 inh -2, Rin1 Abl inh -3, CSN inh 5 and MsrA inh 1.4.
`CS(=O)(=O)c1ccc(Nc2nc(C(N)c3ccccc3)cs2)cc1` (stereo not given) gave MT1-MMP act inh -9, eLon inh -11, FAS TE block -7, Rpn11 block inactive, bovine MsrA act -2, MLLE-PAM2 inh -18, Rin1 Abl inh 3, CSN inh 5 and MsrA inh 0.4.
For CCCCn1c(=O)c(CCC(=O)OCC(=O)NC(=O)NCCC(C)C)nc2ccccc21 the results were MT1-MMP act inh 0, eLon inh -2, FAS TE block 0, Rpn11 block inactive, bovine MsrA act -4, MLLE-PAM2 inh 18, Rin1 Abl inh -2, CSN inh 0 and MsrA inh 0.7.
Screening COc1cc2[nH]c(=S)nc(NCc3ccc(C)cc3)c2cc1OC returned MT1-MMP act inh 1, eLon inh 1, FAS TE block 19, Rpn11 block inactive, bovine MsrA act 0, MLLE-PAM2 inh -18, Rin1 Abl inh 0, CSN inh 4 and MsrA inh 1.9.
`Cc1ccc(CNC(=O)CCSCc2ccc(C)cc2)cc1` gave MT1-MMP act inh 1, eLon inh -1, FAS TE block 4, Rpn11 block inactive, bovine MsrA act -1, MLLE-PAM2 inh 1, Rin1 Abl inh 0, CSN inh 2 and MsrA inh -0.3.
For Cn1c(N)c(C(=O)COC(=O)c2ccccc2C(=O)c2ccc(Cl)c([N+](=O)[O-])c2)c(=O)n(C)c1=O the results were MT1-MMP act inh -2, eLon inh -3, FAS TE block 26, Rpn11 block inactive, bovine MsrA act -7, MLLE-PAM2 inh -23, Rin1 Abl inh 2 and CSN inh 4.
For CCOC(=O)C1C(=O)C=C(c2ccccc2)CC1c1ccccc1 (stereo not given) the results were MT1-MMP act inh -2, eLon inh -6, FAS TE block 17, Rpn11 block inactive, bovine MsrA act -5, MLLE-PAM2 inh 2, Rin1 Abl inh 4, CSN inh 1 and MsrA inh 0.8.
`Cn1nc(C(C)(C)C)c([N+](=O)[O-])c1C(=O)Nc1cccc2ccccc12` gave MT1-MMP act inh -2, eLon inh -9, FAS TE block 34, Rpn11 block inactive, bovine MsrA act -1, MLLE-PAM2 inh 12, Rin1 Abl inh -3, CSN inh 1 and MsrA inh -0.4.
CCCCC(CC)C(=O)Nc1ccc(C)c(O)c1 (stereo not given) was read as MT1-MMP act inh 10, eLon inh 2, FAS TE block -2, Rpn11 block inactive, bovine MsrA act -1, MLLE-PAM2 inh -6, Rin1 Abl inh 1, CSN inh -18 and MsrA inh 3.3.
For Oc1ccc(C[C@H]2CNC(=S)N2C[C@H]2CCCN2C[C@H](Cc2ccccc2)N2C[C@H](Cc3ccc(O)cc3)N(CCc3ccccc3)C2=S)cc1 the results were MT1-MMP act inh 7, eLon inh 5, FAS TE block -81, Rpn11 block inactive, bovine MsrA act -4, MLLE-PAM2 inh 1, Rin1 Abl inh -1, CSN inh -9 and MsrA inh 0.1.
C=CCN(c1ccccc1)S(=O)(=O)c1cccc(C(=O)Nc2nc3ccccc3[nH]2)c1 was read as MT1-MMP act inh 6, eLon inh -16, FAS TE block 6, Rpn11 block inactive, bovine MsrA act -8, MLLE-PAM2 inh 1, Rin1 Abl inh 2, CSN inh -12 and MsrA inh 0.7.
For CCOC(=O)c1c(NC(=O)CSc2ncn[nH]2)sc(C(=O)NC)c1C the results were MT1-MMP act inh -2, eLon inh -2, FAS TE block -7, Rpn11 block inactive, bovine MsrA act -3, MLLE-PAM2 inh -69, Rin1 Abl inh 3, CSN inh 0 and MsrA inh -0.2.
NN=C1C(=O)c2cccc3cccc1c23 was read as MT1-MMP act inh 0, eLon inh -3, FAS TE block 0, Rpn11 block inactive, bovine MsrA act -3, MLLE-PAM2 inh 6, Rin1 Abl inh 0, CSN inh 2 and MsrA inh -1.0.
For O=C(COc1coc(CN2CCc3ccccc32)cc1=O)NCCc1ccccc1 the results were MT1-MMP act inh 3, eLon inh 3, FAS TE block -3, Rpn11 block inactive, bovine MsrA act 1, MLLE-PAM2 inh -6, Rin1 Abl inh 3, CSN inh -4 and MsrA inh 0.7.
For Cc1cc(C)nc(S/C=C/C(=O)c2ccccc2F)n1 the results were MT1-MMP act inh 9, eLon inh -4, FAS TE block 12, Rpn11 block inactive, bovine MsrA act -3, MLLE-PAM2 inh 42*, Rin1 Abl inh 1, CSN inh 4 and MsrA inh 0.1.
For CC(C)[C@H](NC(=O)c1ccccc1)C(=O)OCC(=O)Nc1sccc1C(N)=O the results were MT1-MMP act inh 0, eLon inh 6, FAS TE block -5, Rpn11 block inactive, bovine MsrA act -3, MLLE-PAM2 inh 12, Rin1 Abl inh 4, CSN inh 3 and MsrA inh 0.3.
`CC(C)(C)C1CCC2(CC1)NC(CO)(CO)CO2` (stereo not given) gave MT1-MMP act inh -2, eLon inh 0, FAS TE block -8, Rpn11 block inactive, bovine MsrA act -1, MLLE-PAM2 inh -6, Rin1 Abl inh -3, CSN inh 2 and MsrA inh -0.2.
`CCC(NC(=O)C1CCCC1)c1ccccc1` (stereo not given) gave MT1-MMP act inh 0, eLon inh 13, FAS TE block -2, Rpn11 block inactive, bovine MsrA act 4, MLLE-PAM2 inh 12, Rin1 Abl inh 1, CSN inh 94 and MsrA inh -0.9.
Screening CC(C)c1c(C(=O)N/N=C/c2ccc(Cl)cc2Cl)nnn1-c1nonc1N returned MT1-MMP act inh 2, eLon inh -1, FAS TE block 16, Rpn11 block inactive, bovine MsrA act -4, MLLE-PAM2 inh 10, Rin1 Abl inh 2, CSN inh 1 and MsrA inh 0.5.

Compounds as they come, and some 3.7% of all compounds hit somewhere here.
